Assay outcomes deposited in PubChem BioAssay by several laboratories.
NCOA2 inhibitor: human SRC2 (NCOA2) inhibition; HEK293 GAL4-SRC2 luciferase reporter, luminescence; 0.17% of 370,000 active; inhibition, % at 9 µM;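 active means inhibition above the mean inhibition of all tested compounds plus 3 SD, set per campaign, cut at about 52% in these data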;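 further: 0% = DMSO treated cells and 100% = cells given Gossypol at 36 µM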
TLR9-MyD88 block: blocks human TLR9 binding to MyD88; inhibition, % at 4.98 µM; AID 504734; 0.21% of 340,000 active; CHO BLA complementation TLR9-MyD88, CCF4 FRET ratio; Q9NR96+Q99836;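 active means inhibition above the mean over all tested compounds plus 3 SD, cut at about 21% in these data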;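 further: 0% = DMSO only wells and 100% = clavulanate BLA inhibitor control wells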
NOD2-RIPK2 inh: blocks binding of human NOD2 to RIPK2; CHO BLA complementation NOD2-RIPK2, CCF4 ratio; inhibition, % at 4.98 µM; 0.38% of 360,000 active; AID 624267; in the data active means inhibition above about 21%;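 further: 0% = vehicle only and 100% = reference blocker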
Granule exo inh: blocks lytic granule exocytosis | TALL-104 LAMP-1 surface exposure, flow cytometry; cells stimulated with thapsigargin and PMA | inhibition, % at 10 µM | 0.66% of 360,000 active;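 active means inhibition above about 55%, limit read from the data; inconclusive means no clear call, values can overlap the other calls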
COUP-TFII inh: inhibitors of human COUP-TFII (NR2F2); P24468; HEK293T NGFI-A luciferase reporter, luminescence; inhibition, % at 8.6 µM; 0.7% of 370,000 active; AID 686940;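 active means inhibition above a per-plate cutoff, mean inhibition of test wells between control levels plus 3 SD, cut at about 38% in these data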;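 further: cells cotransfected with COUP-TFII expression vector driving the NGFI-A reporter; 0% = median of COUP-TF2 test wells and 100% = reporter-only cells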
SRC3 inh: inhibitors of human steroid receptor coactivator 3 (SRC3). Q9Y6Q9. HEK293 GAL4-SRC3 luciferase reporter, luminescence. inhibition, % at 3.6 µM. 0.17% of 360,000 active. AID 588352;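 active means inhibition above a per-campaign cutoff, the mean of all compounds plus 3 SD, cut at about 60% in these data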;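 further: 0% = DMSO-treated cells and 100% = gossypol-treated cells at 36 µM; higher means less SRC3-driven luciferase light from the GAL4 reporter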
TWEAK-Fn14 inh: inhibitors of TWEAK-Fn14 interaction signaling. TWEAK-stimulated Fn14 reporter cells, luciferase luminescence, 8 h. inhibition, % at 10 µM. 2% of 360,000 active; in the data active means inhibition above about 50%
ABHD5-PLIN5 inh: blocks binding of human ABHD5 to perilipin-5 | 0.78% of 360,000 active | Split G. princeps luciferase complementation, luminescence, 4 h | inhibition, % at 4 µM;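 active means inhibition above the mean inhibition across every tested compound plus 3 SD, cut at about 22% in these data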;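 further: 0% = DMSO only wells and the 100% control is not disclosed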
LRH-1 inv ag: suppresses constitutive activity of human LRH-1; 0.13% of 360,000 active; inhibition, % at 3.6 µM; HEK293T StAR-luciferase reporter, LRH-1 transfected, 24 h;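 active means inhibition above the mean inhibition of all tested compounds plus 3 SD, cut at about 73% in these data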;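 further: 0% = DMSO wells and 100% = reporter-only cells lacking LRH-1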
TROY NFkB inh: TROY signaling inhibition. Q293 LMP1-TROYcd NF-kB luciferase reporter, 4 h. inhibition, % at 10 µM. 0.98% of 360,000 active;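 active means compounds whose plate-normalised and pattern-corrected inhibition of the luciferase reporter signal at the single screening dose is 50% or more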
SRC1 inh: inhibits human SRC1 coactivator. inhibition, % at 3.6 µM. Q15788. 0.12% of 360,000 active. AID 588354. HEK293 GAL4-SRC1 luciferase reporter, luminescence;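 active means inhibition above the campaign mean plus 3 SD, with each screening campaign given its own cutoff, cut at about 60% in these data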;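 further: 0% = DMSO treated cells and 100% = gossypol at 36 µM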
Target sequence (Q15788 whole entry, looked up, the tested form may be a part): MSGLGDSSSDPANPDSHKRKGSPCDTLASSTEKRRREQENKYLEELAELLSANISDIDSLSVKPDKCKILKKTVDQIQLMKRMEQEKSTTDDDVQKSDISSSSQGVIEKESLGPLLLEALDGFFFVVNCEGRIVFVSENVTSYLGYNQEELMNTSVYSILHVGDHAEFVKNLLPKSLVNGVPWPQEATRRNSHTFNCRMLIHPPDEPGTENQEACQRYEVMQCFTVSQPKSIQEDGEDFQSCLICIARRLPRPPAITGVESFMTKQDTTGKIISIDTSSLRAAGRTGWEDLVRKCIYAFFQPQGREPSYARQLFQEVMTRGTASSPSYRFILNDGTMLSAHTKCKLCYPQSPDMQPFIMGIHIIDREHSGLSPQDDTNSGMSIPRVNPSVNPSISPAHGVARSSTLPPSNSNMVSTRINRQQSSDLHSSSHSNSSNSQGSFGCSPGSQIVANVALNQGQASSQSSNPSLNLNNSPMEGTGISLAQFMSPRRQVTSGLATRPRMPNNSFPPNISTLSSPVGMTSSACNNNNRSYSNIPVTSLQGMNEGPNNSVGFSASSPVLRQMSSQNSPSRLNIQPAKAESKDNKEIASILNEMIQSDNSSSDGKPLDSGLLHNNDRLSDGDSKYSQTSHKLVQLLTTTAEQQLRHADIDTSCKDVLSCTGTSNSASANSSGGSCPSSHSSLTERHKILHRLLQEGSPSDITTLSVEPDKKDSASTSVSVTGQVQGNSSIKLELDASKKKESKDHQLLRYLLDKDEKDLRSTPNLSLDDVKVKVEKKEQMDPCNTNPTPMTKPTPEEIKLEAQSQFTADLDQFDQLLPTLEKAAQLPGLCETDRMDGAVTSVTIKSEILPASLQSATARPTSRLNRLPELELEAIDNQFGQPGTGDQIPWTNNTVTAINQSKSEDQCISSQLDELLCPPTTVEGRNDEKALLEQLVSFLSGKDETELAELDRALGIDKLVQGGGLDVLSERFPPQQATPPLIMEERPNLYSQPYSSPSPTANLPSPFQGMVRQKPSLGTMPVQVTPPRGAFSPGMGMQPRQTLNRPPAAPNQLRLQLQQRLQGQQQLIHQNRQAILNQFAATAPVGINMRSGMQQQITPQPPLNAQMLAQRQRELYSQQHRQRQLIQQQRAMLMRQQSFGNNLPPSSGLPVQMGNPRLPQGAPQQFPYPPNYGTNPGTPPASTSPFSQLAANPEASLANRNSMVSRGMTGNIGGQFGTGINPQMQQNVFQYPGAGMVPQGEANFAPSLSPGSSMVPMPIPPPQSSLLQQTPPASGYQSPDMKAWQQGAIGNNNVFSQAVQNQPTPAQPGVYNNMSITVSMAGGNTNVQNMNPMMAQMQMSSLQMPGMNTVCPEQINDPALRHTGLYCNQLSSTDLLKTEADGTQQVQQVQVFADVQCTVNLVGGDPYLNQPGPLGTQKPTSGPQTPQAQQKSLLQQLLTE
Starred values were filed as active, the others as inactive; ? = inconclusive; · = no result given. This is a subset; the hit share may differ from the screen's.

SMILES	NCOA2 inhibitor	TLR9-MyD88 block	NOD2-RIPK2 inh	Granule exo inh	COUP-TFII inh	SRC3 inh	TWEAK-Fn14 inh	ABHD5-PLIN5 inh	LRH-1 inv ag	TROY NFkB inh	SRC1 inh
CCSc1nc2c(c(=O)[nH]1)C(c1ccc(C)cc1)C1=C(CCCC1=O)N2 (stereo not given)	9	7	0	-8	-3	14	-1	1	6	3	-22
O=C(/C(N=Nc1cccc([N+](=O)[O-])c1)=C(/O)c1ccc(Br)cc1)C(F)(F)F	·	·	3	19	·	13	43	-5	8	31	-22
CCN(CC)C(=O)c1cn(CC)c(=O)c2cc(OC)c(OC)cc12	-2	-5	6	1	-2	-2	1	-1	-5	-5	-20
CCCn1c(=NC(C)=O)c(C(=O)OCC)cc2c(=O)n3ccccc3nc21	-5	7	0	-3	-9	11	-15	7	2	-3	4
COc1ccccc1NC(=S)N(Cc1cccnc1)Cc1ccccc1Cl	15	4	8	-2	17	9	-19	-3	-14	16	6
COc1ccc(NC(=O)Cc2coc3cc(C)c(C(C)C)cc23)cc1S(=O)(=O)N1CCOCC1	15	4	-3	-4	37	7	53*	0	-13	28	-11
O=C(c1ccccc1)c1ccc(OCCOCCN2CCN(Cc3ccccc3)CC2)cc1	16	-16	-5	3	22	10	19	5	29	1	9
O=C(c1ccccc1)N1CCN(CC(O)COCC2CC=CCC2)CC1 (stereo not given)	-35	-7	-2	-4	7	-18	8	3	-7	2	12
COc1ccc(C(=O)CSc2nnc(-c3cc(C)cc(C)c3)o2)cc1	-19	-2	3	-2	2	-19	-13	-1	16	13	8
C[C@H](O)C#Cc1ccc2c(c1)O[C@@H](CN(C)C(=O)c1ccncc1)[C@@H](C)CN([C@H](C)CO)S2(=O)=O	1	-8	1	-5	-3	2	5	7	23	-16	-1
COCCOC(=O)C1=C(C)NC2=C(C(=O)CCC2)C1c1ccc(N(C)C)cc1 (stereo not given)	-14	-8	4	3	-7	0	-12	-15	5	-10	7
O=C(O)c1ccc(CNC(=O)C23CC4CC(CC(C4)C2)C3)cc1	4	-1	-3	12	7	8	-9	-3	-5	-17	-3
COc1ccc(N2CC(C(=O)N/N=C/c3c[nH]c4ccccc34)CC2=O)cc1 (stereo not given)	-24	7	-8	-4	20	6	1	-2	16	22	-20
CCc1ccc(-c2csc3[n+]2CCN3C(C)=O)cc1	1	-4	-2	0	10	-5	-91	2	17	-1	-40
COc1cccc(CNC(=O)CN2C(=O)COc3ccc(S(=O)(=O)N4CCOCC4)cc32)c1	-36	-2	-3	-9	0	2	2	-2	-2	27	10
Cc1nnc(NC(=O)C2CCN(S(=O)(=O)c3cc([N+](=O)[O-])ccc3Cl)CC2)o1	16	-1	-27	-4	-3	-9	-11	-6	16	11	-3
c1cc2c(cc1-c1cnc3n1CCC3)OCCO2	24	1	-8	-3	13	3	41	-1	-22	-7	3
Cc1ccc(C(=O)O/N=C/c2ccc(N(C)C)cc2)cc1	-9	0	-5	2	-9	5	-11	2	-12	-48	-2
CCCn1cc(CN2CCC(Cc3cccc(F)c3)(C(=O)OCC)CC2)c(C)n1	-14	-8	5	2	-1	9	-6	-6	2	5	-7
OC(c1ccc(Cl)c(Cl)c1)c1ncc(-c2ccccc2Cl)[nH]1 (stereo not given)	4	·	9	-2	18	-7	-4	-9	-15	-8	3
O=C(c1cnn2c1NC(c1ccc(Br)cc1)CC2C(F)(F)F)N1CCN(C23CC4CC(CC(C4)C2)C3)CC1 (stereo not given)	-10	-4	9	4	16	-9	-29	3	-3	-11	5
O=C(N/N=C/c1ccccn1)NC12CC3CC(CC(C3)C1)C2	-22	·	-5	-4	-11	-39	-18	-3	-96	10	-40
CSc1nc(Cl)c(C#N)c(-c2ccc(C)cc2)n1	-17	2	-2	1	2	-14	2	0	-3	-6	-15
CCOC(=O)C1CCCN(S(=O)(=O)c2ccc(S(N)(=O)=O)cc2)C1 (stereo not given)	8	0	1	0	-1	8	11	0	6	-5	13
CCOC(=O)CC1CCCCN1C(=O)c1cc(COc2cccc3cnccc23)on1 (stereo not given)	32	5	-1	-1	71*	31	62*	6	43	44	23
Nc1nonc1-c1nc2ccccc2[nH]1	-11	7	-10	-1	-8	-18	-9	-3	-2	-13	-9
COc1ccc(CC(=O)Nc2ccc(OC)c(NC(=O)c3ccco3)c2)cc1	13	-7	-6	1	2	11	4	6	4	3	23
O=C(Nc1ncccc1Cl)C1COc2ccccc2O1 (stereo not given)	-21	-6	3	1	-72	-60	-39	-7	-45	-27	-60
COc1cccc(OC)c1C(=O)OCCCOC(=O)c1c(OC)cccc1OC	-15	-3	-1	2	-3	9	16	-2	-16	9	7
Clc1ccc(C[n+]2csc3ccccc32)cc1	-19	5	4	47	4	-10	-2	-3	-11	-52	-12
CCCCNC(=O)CCCCCNS(=O)(=O)c1ccc(OC)cc1	-8	0	1	2	6	-13	5	0	15	-66	-10
CC(C)(C)C(=O)COC(=O)c1cc2ccccc2cc1O	-33	-6	2	1	-19	0	1	-5	18	-42	-19
Cc1cc(NC(=O)CSCC(=O)N(C)Cc2c(F)cccc2Cl)no1	-25	2	-16	6	20	12	2	-12	-25	0	1
Cc1nn(-c2ccccc2)c(Cl)c1C1C(C#N)=C(N)OC2=C1C(=O)CCC2 (stereo not given)	2	-7	-11	-2	-11	1	-1	4	6	-3	2
O=C(Nc1nnc(S(=O)(=O)N2CCN(c3ccc(F)cc3)CC2)s1)c1ccco1	-11	-3	-2	6	-13	-20	4	-3	-12	-44	0
Cc1ccc(NC(=O)Nc2nnc(-c3ccncc3)s2)cc1C	28	10	-11	21	-10	-8	82*	-4	-8	36	3
COc1ccc(CCNC(=O)C2=COCCO2)cc1	-19	9	7	12	-16	-10	-3	1	-25	-30	-38
C=CCn1c(-c2ccccc2OC)n[nH]c1=S	10	4	11	-2	-2	-2	-4	2	2	15	5
O=C(Nc1nc2c(s1)CN(Cc1ccccc1)CC2)c1c(F)cccc1F	-29	-12	-3	3	-19	-11	-32	-4	-32	-44	-39
CC(=O)N1CCN(C(=O)c2ccc3oc(CCCc4ccccc4)nc3c2)CC1	-4	4	-8	0	15	11	-23	-2	9	4	-6
CC(=O)N1CCc2cc(Br)cc(S(=O)(=O)N3CCc4ccccc43)c21	5	4	1	2	6	3	7	9	11	15	8
Cc1ccc(NC(=O)c2cncc(Br)c2)c(O)c1	2	-4	-7	-3	1	-30	22	-4	-55	-21	-17
Cc1cc(Br)ccc1NC(=O)c1ccco1	-2	1	0	-9	-9	-20	-9	-1	-7	-42	-22
O=C1Nc2ccccc2C1=Nc1ccc(S(=O)(=O)Nc2nccs2)cc1	9	3	-6	?	-1	-4	-5	-2	23	13	-12
Cc1c(NC(=O)CSc2nnc(Nc3ccccc3)s2)c(=O)n(-c2ccccc2)n1C	-15	0	4	0	2	4	8	0	3	23	-11
O=C(NC1CC1)c1ccc(NC(=O)C2CCCC2)cc1	16	-4	5	-4	-10	-17	-19	1	-22	-22	-2
C[C@H](NC(=O)C1CCN(S(=O)(=O)c2ccccc2)CC1)C(=O)NCc1ccccc1	8	-16	-2	11	-7	8	6	8	-16	-1	5
CCN(CC)CCCn1c2c(c(SCC(=O)Nc3ccc(C)c(F)c3)nc1=O)CCC2	-8	7	-4	-5	-3	-21	9	2	-3	-17	-22
c1ccc(CNc2nc(-c3cccnc3)cs2)cc1	-15	-2	-4	0	-17	-7	-20	2	-36	-22	-17
CC(C)(C)n1nnnc1C(c1cccnc1)N1CCN(C2CCCCC2)CC1 (stereo not given)	-12	-11	-14	5	-5	20	-10	-1	2	5	1
CCOc1ccc(C2=Nn3c(nnc3-c3ccccc3OC)SC2)cc1	2	14	-1	3	-73	1	-16	1	35	15	-6
CC(C)(C)Nc1c(-c2ccc(O)cc2)nc2ccc(Cl)cn12	8	-11	-5	-10	17	9	-10	-8	-19	-17	-11
CCN(CCCNC(=O)c1c(C)cc(=O)oc1C)c1ccccc1	3	-1	-8	0	7	4	10	1	-12	-4	6
CCOc1cccc(/C=N/NC(=O)c2cc(C3CC3)[nH]n2)c1O	14	5	-13	-1	-13	29	-17	-1	31	-12	25
N#Cc1ccc(C(C(=O)Nc2ccc3c(c2)OCCO3)n2c(=O)c(-c3ccco3)nc3ccccc32)cc1 (stereo not given)	-47	·	-12	-6	-5	·	·	31*	-61	·	·
COCCNc1nc(NCc2ccccc2)c2cnn(C)c2n1	10	6	3	11	9	-18	-31	-8	13	15	0
Cc1ccc(C2C=C(c3ccccc3)Nc3ncnn32)cc1 (stereo not given)	8	37*	48*	41	10	5	4	-7	12	-4	-5
Cc1ccc(OCc2cc(C(=O)NCc3ccc(OC(F)(F)F)cc3)no2)cn1	21	4	-8	-1	23	1	2	-11	0	24	9
COc1ccccc1NC(=O)Nc1nnc(Cc2ccccc2F)s1	-6	3	-8	-17	17	33	-11	-6	7	-7	13
CSc1ncccc1C(=O)Nc1ncc(C)s1	15	-2	4	-3	3	-5	4	-3	-2	-12	-15

(list continues)
SMILES	NCOA2 inhibitor	TLR9-MyD88 block	NOD2-RIPK2 inh	Granule exo inh	COUP-TFII inh	SRC3 inh	TWEAK-Fn14 inh	ABHD5-PLIN5 inh	LRH-1 inv ag	TROY NFkB inh	SRC1 inh
O=C(N/N=C/c1ccc(F)cc1)c1sccc1OCc1ccc(F)cc1	-11	-3	-11	1	-4	-9	-20	3	-14	-37	-9
CC(C)(C)NC(=O)C(c1cccc2ccccc12)n1c(=O)c(-c2ccco2)nc2ccccc21 (stereo not given)	-15	·	14	-4	-1	·	·	67*	13	·	·
CC(=O)N1c2c(cc(Br)cc2S(=O)(=O)N2CCN(c3ccccn3)CC2)CC1C (stereo not given)	1	-3	-7	-1	6	13	9	3	-4	27	6
COc1ccccc1C(=O)Nc1ccc(S(=O)(=O)N2CCc3ccccc32)cc1	-34	6	-3	-12	-18	14	7	3	14	-7	12
CC(=O)NC1CC2CCCC(C1)N2Cc1ccc(C)cc1 (stereo not given)	-12	-7	-8	-6	-8	16	1	0	-9	13	12
O=C(C[n+]1ccc(C(=O)NCc2ccccc2)cc1)c1ccc(OC(F)F)cc1	-5	-10	6	-1	6	1	6	3	-2	-13	0
COc1ccc(C2/C=C\CC(OCc3ccccc3)CC(=O)N2Cc2cccc(F)c2)cc1 (stereo not given)	-14	-8	5	4	13	-4	8	-2	22	6	-1
CCCCN(C)C1CCN(C(=S)Nc2cccc(OC)c2)CC1	-7	-5	-20	-2	-3	9	-4	-4	5	14	-12
Cc1ccc(Oc2c(F)c(F)nc(N3CCCC3)c2F)cc1	10	8	4	-1	-10	14	8	2	23	2	-4
O=C(O)CCCCNS(=O)(=O)/C=C/c1ccccc1	-43	7	-1	-4	3	-2	5	0	-17	8	-11

Profiles as entered above. Order of values: NCOA2 inhibitor	TLR9-MyD88 block	NOD2-RIPK2 inh	Granule exo inh	COUP-TFII inh	SRC3 inh	TWEAK-Fn14 inh	ABHD5-PLIN5 inh	LRH-1 inv ag	TROY NFkB inh	SRC1 inh
Cc1ccc(NC(=O)Nc2nnc(-c3ccncc3)s2)cc1C as listed: 28	10	-11	21	-10	-8	82*	-4	-8	36	3
COc1ccc(CC(=O)Nc2ccc(OC)c(NC(=O)c3ccco3)c2)cc1 as listed: 13	-7	-6	1	2	11	4	6	4	3	23
